RAD54 inh – inhibitors of human RAD54 branch migration; Q92698; RAD54 Holliday junction branch migration, FAM/BHQ fluorescence; inhibition, % at 10.4 µM; hit rate 0.14% among 360,000;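 active = mean normalized replicate activity at least 40 and at least half of replicates scoring 40 or more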;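 also: 0% = median of neutral control wells and 100% = median of positive control wells; inhibitors cause a drop in the FAM fluorescence signal; in these data hits start at about 50%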
XiGFP reactiv – activators of X-chromosome reactivation in mouse fibroblasts; XiGFP mouse fibroblasts, % GFP-positive cells imaging, 3 d; cells co-treated with 5-aza-dC sensitizer; scaled so ellipticine positive control = 100%; activation, % at 7.58 µM; hit rate 0.055% among 360,000;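 active = mean normalized replicate activation at least 10% and every replicate at or above 10%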;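 also: 0% = median of on-plate neutral control wells and 100% = ellipticine 6 µM median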
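Material: XiGFP fibroblasts, SV40-immortalized; Buffer or medium: DMEM containing 5-aza-dC; Compound dosing: single point; Times: 3 days compound exposure.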
ERp5 block – ERp5 (human) disulfide isomerase inhibition; ERp5 insulin aggregation, absorbance 650 nm, 90 min; inhibition, % at 9.99 µM; Q15084; hit rate 0.05% among 350,000;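 active = mean replicate inhibition above about 25%, with every replicate also reaching it, limit read from the data, passing the limit was not always enough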
Target sequence (Q15084 whole entry, looked up): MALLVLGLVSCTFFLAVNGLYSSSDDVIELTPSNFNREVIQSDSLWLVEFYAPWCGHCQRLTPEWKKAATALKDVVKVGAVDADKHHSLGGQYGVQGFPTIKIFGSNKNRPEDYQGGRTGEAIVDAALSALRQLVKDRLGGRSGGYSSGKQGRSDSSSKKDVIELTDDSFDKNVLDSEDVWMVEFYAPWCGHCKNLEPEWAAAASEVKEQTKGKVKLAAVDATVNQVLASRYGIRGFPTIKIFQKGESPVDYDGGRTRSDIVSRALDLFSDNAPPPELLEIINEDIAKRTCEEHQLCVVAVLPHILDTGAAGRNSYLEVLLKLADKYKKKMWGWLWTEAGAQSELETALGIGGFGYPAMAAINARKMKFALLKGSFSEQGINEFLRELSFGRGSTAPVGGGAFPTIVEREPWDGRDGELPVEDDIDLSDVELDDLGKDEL
E-selectin induc – E-selectin induction on HUVECs | hit rate 0.37% among 260,000 | P16581 | activation, % at 7.58 µM | HUVEC E-selectin immunofluorescence imaging; normalized: neutral wells 0, TNF-alpha wells 100;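 active = mean E-selectin-positive cell signal at least 10% of the positive control, reached in at least 60% of replicates, without over 20% cell loss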;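 also: in these data hits start at about 27%; measured in HUVEC primary endothelial cells; signal is the percent of cells scored E-selectin positive by PE staining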
Target sequence (P16581 whole entry, looked up): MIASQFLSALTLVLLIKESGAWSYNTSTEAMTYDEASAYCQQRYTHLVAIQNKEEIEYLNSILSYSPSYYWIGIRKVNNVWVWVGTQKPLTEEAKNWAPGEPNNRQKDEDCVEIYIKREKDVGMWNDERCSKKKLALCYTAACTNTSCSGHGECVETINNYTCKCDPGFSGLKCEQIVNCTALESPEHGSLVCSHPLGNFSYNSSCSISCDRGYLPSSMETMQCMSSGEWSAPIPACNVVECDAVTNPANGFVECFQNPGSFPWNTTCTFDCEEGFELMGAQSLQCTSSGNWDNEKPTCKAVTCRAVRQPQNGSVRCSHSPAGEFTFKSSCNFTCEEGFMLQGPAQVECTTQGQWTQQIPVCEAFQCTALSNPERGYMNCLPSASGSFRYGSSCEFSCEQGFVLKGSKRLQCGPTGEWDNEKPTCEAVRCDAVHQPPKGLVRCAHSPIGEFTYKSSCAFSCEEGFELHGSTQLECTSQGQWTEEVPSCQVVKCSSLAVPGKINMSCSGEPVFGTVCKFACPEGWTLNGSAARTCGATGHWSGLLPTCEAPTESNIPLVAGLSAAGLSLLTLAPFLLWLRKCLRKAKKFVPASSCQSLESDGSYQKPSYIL
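material = human umbilical vein endothelial cells (HUVEC), E-selectin induction | quantity = 3,000 cells/well | medium = EGM-2 growth medium on 0.1% gelatin-coated wells | technique = immunofluorescence imaging | read-out basis = % PE-positive cells | control set = TNF-alpha positive control, DMSO neutral control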
S100A4 MyoIIA – inhibitors of human S100A4 binding to myosin IIA peptide | P26447 | S100A4/TAMRA-MyoIIA peptide fluorescence polarization | inhibition, % at 10.7 µM | hit rate 0.14% among 360,000;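 active = mean inhibition of at least 70% across replicates, with every replicate also reaching that level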
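System – human S100A4 monomer protein, biochemical binding assay · Buffer or medium – Calcium-containing HEPES buffer, pH 7.2 · Timing – 5 min between mix addition and reading · Also added – TAMRA-labelled myosin IIA heavy-chain peptide probe, 5 nM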
RAD52 inh – inhibitors of human RAD52 DNA annealing | P43351 | recombinant RAD52 DNA annealing, FRET fluorescence | inhibition, % at 18.7 µM | hit rate 0.46% among 360,000 | AID 651710;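 active = every replicate showing at least 50% inhibition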
ERAP1 inh – blocks human ERAP1 aminopeptidase activity | AID 652197 | recombinant ERAP1, Leu-AMC fluorescence, 60 min | Q9NZ08 | inhibition, % at 10.7 µM | hit rate 0.15% among 340,000;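 active = mean replicate inhibition of at least 30%, or all replicates individually reaching that 30% level; inactive = mean below 30% and not every replicate reaching it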;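 also: 0% = neutral control wells and 100% = L-leucinethiol positive control wells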
esBAF inh – SWI/SNF esBAF complex inhibition. mouse ES cells, Bmi1-luciferase knock-in reporter, 24 h; 100% = twice the neutral-well signal. reporter increase, % at 12.5 µM. AID 602393. hit rate 2% among 350,000; in the data active = activation above about 40%;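 also: 0% = median of the plate's neutral control wells and 100% = double that signal; a rise in the Bmi1 reporter signal indicates esBAF inhibition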
* = called active by the depositor; nt = not tested or not shown; & = joins results of further samples.

Results follow in this order: RAD54 inh | XiGFP reactiv | ERp5 block | E-selectin induc | S100A4 MyoIIA | RAD52 inh | ERAP1 inh | esBAF inh
> COc1ccc(Br)cc1-c1nc2c(c(=O)[nH]c(=O)n2Cc2ccccc2)n1C
    -8 | 0.0 | 4 | nt | 8 | -17 | -4 | -1
> O=c1[nH]cnc(O)c1N=Nc1ccccc1
    nt | 0.0 | 6 | -0.4 | -2 | -18 | 0 | 11
> O=C(NCC[C@@H]1CC[C@H](NS(=O)(=O)c2ccc(F)cc2)[C@@H](CO)O1)c1ccc2c(c1)OCO2
    -2 | 0.5 | 0 | 0.2 | -2 | -12 | -3 | -4
> O=C(N/N=C/c1cc([N+](=O)[O-])cc(Br)c1O)C12CC3CCC(CC(C3)C1)C2
    0 | 1.2 | -3 | nt | -5 | -11 | -1 | 3
> C/C=C/c1cnc2c(c1)C(=O)N([C@H](C)CO)C[C@H](C)[C@@H](CN(C)C(=O)NC1CCCC1)O2
    6 | 0.0 | -1 | -0.1 | 6 | 9 | 3 | 6
> COc1ccc(Nc2nc(-c3cccnc3)cs2)c(OC)c1
    -1 | 0.6 | 0 | nt | -6 | -10 | 0 | 57*
> COc1ccc(C(=O)Nc2nnc(S(=O)(=O)N(C)Cc3ccc(F)cc3)s2)cc1OC
    -14 | 0.1 | 4 | nt | -3 | -7 | -1 | -9
> Cc1ccc(-c2nc(NCc3ccc(F)cc3)n(S(C)(=O)=O)n2)cc1
    nt | 0.1 | 0 | nt | -2 | -19 | 11 | nt
> CC(C)NC(=O)Nc1ccc2c(c1)C(=O)N([C@H](C)CO)C[C@@H](C)[C@H](CN(C)S(=O)(=O)c1ccc(Cl)cc1)O2
    56* | -0.9 | 2 | 0.0 | -2 | 5 | -1 | -1
> CN(C)S(=O)(=O)c1ccc(S(=O)(=O)NCc2ccc3c(c2)OCO3)cc1
    7 | 0.0 | 1 | nt | 0 | -12 | -1 | 1
> C[C@@H]1CN([C@@H](C)CO)C(=O)c2cc(N(C)C)ccc2O[C@@H](C)CCCCO[C@@H]1CN(C)CC1CCCCC1
    -9 | -0.1 | 5 | -0.2 | -18 | 4 | 4 | 3
> Cc1ccc(S(=O)(=O)N2CCN(C(=O)COc3ccc(C)nc3[N+](=O)[O-])CC2)c(C)c1
    nt | 0.1 | 10 | nt | -6 | -16 | 0 | nt
> Cc1cccc(-n2c3nc(=O)[nH]c(=O)c-3cc3cc([N+](=O)[O-])ccc32)c1
    6 | 1.1 | -3 | nt | -4 | -5 | 3 | nt
> O=C(COC(=O)CCN1C(=O)/C(=C\C=C\c2ccccc2)SC1=S)Nc1cc(F)ccc1F
    nt | 0.0 | -1 | nt | -9 | -15 | 0 | nt
> COc1ccccc1C(=O)COC(=O)c1cc(=O)[nH]c2ccccc12
    nt | -0.1 | -9 | -1.7 | 0 | -17 | -1 | nt
> C[C@H](O)C#Cc1ccc2c(c1)O[C@H](CN(C)Cc1ccccc1)[C@@H](C)CN([C@@H](C)CO)S2(=O)=O
    1 | -0.5 | 1 | 0.2 | 7 | 9 | 1 | -4
> COCC(=O)N1C[C@@H](C)[C@H](OC)CN(C)C(=O)c2cc(NC(=O)Nc3cccc(F)c3)ccc2OC[C@H]1C
    -10 | 0.2 | -4 | -0.1 | -19 | 6 | -3 | -2
> COc1ccc(C(=O)Nc2ccc3c(c2)C(=O)N(C)[C@@H]2CC[C@H](CC(=O)NCC4CC4)O[C@H]2CO3)cc1
    -3 | 0.0 | 0 | 0.0 | 5 | 7 | 0 | 1
> Cc1ccc(S(=O)(=O)N[C@H]2CC[C@H](CC(=O)O)O[C@@H]2CO)cc1
    -8 | -0.2 | 2 | 1.7 | 0 | 18 | -1 | -4
> CNC(=O)CS(=O)CC(=O)Nc1cc(OC(C)C)c(Cl)cc1Cl (configuration not stated)
    nt | 0.2 | -12 | nt | -2 | -1 | 2 | nt
> CSc1nsc(SCC(=O)Nc2ccccc2)n1
    2 | 0.0 | -2 | 0.0 | 3 | -4 | -3 | 19
> Cc1cc(NC(=O)C(C)C)ncc1NC(=O)c1ccco1
    -4 | 0.1 | 3 | 0.2 | 12 | -1 | nt | 7
> C[C@@H]1CN([C@H](C)CO)C(=O)c2cc(NC(=O)Nc3ccccc3)ccc2O[C@@H]1CN(C)S(=O)(=O)c1cccs1
    5 | -0.5 | -6 | 1.2 | 5 | -22 | 4 | -1
> Cc1cc(C(=O)Nc2ccc(N3CCOCC3)c(Cl)c2)c(C)o1
    nt | 0.0 | -1 | 3.1 | 4 | 0 | 2 | 28
> CC(NC(=O)CN(C)S(=O)(=O)c1ccc2c(c1)c(=O)n(C)c(=O)n2C)c1ccccc1 (configuration not stated)
    0 | 0.1 | nt | nt | -4 | -8 | -4 | -2
> CC1(C)CC2CC(C)(CN2C(=O)c2ccc([N+](=O)[O-])cc2)C1 (configuration not stated)
    nt | 0.0 | 3 | 0.1 | -1 | -16 | 4 | nt
> CCN(C(=O)COC(=O)c1nn(-c2ccccc2)c(=O)c2ccccc12)C1CCS(=O)(=O)C1 (configuration not stated)
    11 | 0.0 | -8 | -2.1 | 2 | -5 | -3 | nt
> COCC(=O)N1C[C@@H](C)[C@H](OC)CN(C)C(=O)c2ccc(NC(=O)NC(C)C)cc2OC[C@@H]1C
    1 | 0.7 | -5 | 0.1 | -1 | -1 | 0 | -3
> COc1ccc(OC)c(NC(=O)COC(=O)CCC2CCCC2)c1
    -6 | 0.5 | -9 | -0.3 | -21 | -7 | 1 | -7
> Cn1cc([N+](=O)[O-])c(C(=O)Nc2ccc(-c3nc4ccccc4[nH]3)cc2)n1
    nt | 0.0 | -2 | nt | -1 | 13 | -4 | nt
> CCCCNC(=O)CCn1ccc2cc(S(=O)(=O)N3CCCC3)ccc21
    -1 | 0.1 | 3 | nt | 14 | 11 | -1 | -2
> C[C@H]1CN([C@@H](C)CO)C(=O)c2cc(C#CCN(C)C)cnc2O[C@H]1CN(C)Cc1ccc(F)cc1
    -2 | -0.2 | 2 | -0.3 | 9 | 10 | 6 | -2
> Oc1ccccc1/C=N/Nc1nc2ccccc2o1
    7 | 0.4 | -3 | nt | 8 | -16 | 1 | -47
> Cc1ccc(CNC(=O)CCc2c(C)nc3c(c(C)nn3-c3ccc(C)cc3)c2C)cc1
    -3 | 0.2 | 4 | -0.1 | -4 | -10 | 3 | 4
> COc1cccc(-n2c(-c3ccc4[nH]c(C)c(C)c4c3)n[nH]c2=S)c1
    nt | -0.2 | -3 | nt | -1 | 0 | 0 | nt
> N/C(=N\OC(=O)CCCOc1ccccc1)c1ccccn1
    4 | 0.1 | 2 | nt | -1 | -7 | 4 | -5
> CCN(CC)CCCNc1nc(N)c([N+](=O)[O-])c(NCCO)n1
    -3 | 0.1 | nt | nt | 0 | 7 | 0 | nt
> CC(=O)NC[C@H]1[C@@H](c2ccc(C#C[C@@H](C)O)cc2)[C@@H](CO)N1Cc1ccccn1
    nt | 0.2 | -2 | 0.0 | 7 | -9 | -3 | nt
> CC(=O)c1sc(N)nc1C
    -9&-7 | -0.1&0.1 | 5&1 | -0.4&-0.1 | 2&-3 | -27&-6 | -6 | 3&0
> O=C(COc1ccccc1Cl)Nc1ccc2c(c1)OCO2
    -1 | 0.3 | -1 | nt | 13 | -16 | 1 | 36

esBAF inh, hit marks shown above
molecule | ERp5 block | S100A4 MyoIIA | RAD52 inh | ERAP1 inh | esBAF inh
COc1ccc(Nc2nc(-c3cccnc3)cs2)c(OC)c1 | 0 | -6 | -10 | 0 | 57*

Compound profiles, as listed above.
Results for CCCCNC(=O)CCn1ccc2cc(S(=O)(=O)N3CCCC3)ccc21 → RAD54 inh = -1; XiGFP reactiv = 0.1; ERp5 block = 3; E-selectin induc = nt; S100A4 MyoIIA = 14; RAD52 inh = 11; ERAP1 inh = -1; esBAF inh = -2
Results for N/C(=N\OC(=O)CCCOc1ccccc1)c1ccccn1 → RAD54 inh = 4; XiGFP reactiv = 0.1; ERp5 block = 2; E-selectin induc = nt; S100A4 MyoIIA = -1; RAD52 inh = -7; ERAP1 inh = 4; esBAF inh = -5

More records follow.
Results follow in this order: RAD54 inh | XiGFP reactiv | ERp5 block | E-selectin induc | S100A4 MyoIIA | RAD52 inh | ERAP1 inh | esBAF inh
> O=C(NNC(=O)c1cccc2ccccc12)c1ccc(Cl)cc1
    -1 | 0.1 | 3 | -0.1 | 3 | -3 | 1 | 33
> COCC(=O)Nc1ccc2c(c1)[C@H]1C[C@H](CC(=O)N[C@H](C)c3ccccc3)O[C@@H](CO)[C@H]1O2
    -7 | 0.0 | 1 | 0.0 | 6 | -15 | -2 | -1
> O=C(CNC(=O)c1ccc(Cl)cc1)OC1CCOC1=O (configuration not stated)
    nt | 0.0 | -12 | nt | 1 | 2 | 3 | nt
> O=C(O)c1ccc(NC(=S)NC(=O)c2cncc(Br)c2)cc1
    -13 | 0.0 | -3 | 0.4 | 7 | -5 | 5 | -3
> CC(C)CC#Cc1ccc2c(c1)O[C@@H](CN(C)C(=O)C1CCC1)[C@H](C)CN([C@H](C)CO)S2(=O)=O
    -7 | -1.1 | 0 | 0.9 | -2 | 7 | -5 | -4
> O=C(O)c1ccc2c(c1)C(=O)N(c1cccc(C(=O)/C=C/c3ccccc3)c1)C2=O
    nt | 0.1 | -11 | -4.5 | 3 | -1 | 3 | nt
> Cn1c(=O)oc2cc(S(=O)(=O)NCc3ccccn3)ccc21
    -6 | 0.1 | -5 | 0.8 | -3 | -5 | 5 | -8
> O=C(Nc1ccc(C(F)(F)F)cc1)N[C@@H]1CC[C@H](CCNC(=O)c2ccccc2F)O[C@H]1CO
    -5 | -0.4 | -1 | -0.3 | -5 | 1 | -2 | -2
> C/C(Cn1cnc([N+](=O)[O-])n1)=N\NC(=O)c1ccc(Br)cc1
    8 | 0.4 | -2 | 0.5 | 31 | -22 | 2 | 20
> Cc1c(C(=O)NCc2ccc3c(c2)cc(C)n3C)cccc1[N+](=O)[O-]
    11 | 3.3 | 9 | nt | 29 | 14 | 3 | 5
> COc1ccc(NC(=O)Nc2cccc3c2O[C@@H](CN(C)S(=O)(=O)c2ccc(F)cc2)[C@H](C)CN([C@H](C)CO)C3=O)cc1
    8 | 0.0 | nt | -0.2 | nt | nt | nt | -3
> COc1ccc(S(=O)(=O)N(C)C[C@@H]2Oc3c(cccc3N(C)C)C(=O)N([C@H](C)CO)C[C@@H]2C)cc1
    2 | 0.2 | -8 | -0.1 | 1 | 1 | 13 | -2
> CCOc1cc(/C=C2\N=C(SC(C)C(N)=O)N(c3ccc(OC(F)F)cc3)C2=O)ccc1O (configuration not stated)
    -49 | 0.1 | 0 | 4.2 | 3 | -97 | -4 | -6
> CCNC(=O)c1ccc(CSc2ccc(Cl)cc2)cc1
    -15 | -0.1 | -3 | 1.9 | 6 | -6 | -1 | 23
> Cc1noc(C)c1S(=O)(=O)Nc1ccc2c(c1)C(=O)N([C@H](C)CO)C[C@H](C)[C@@H](CN(C)S(=O)(=O)c1cn(C)cn1)OCCCC[C@@H](C)O2
    -3 | 0.0 | 5 | nt | -6 | 6 | 0 | -2
> CC1CCCCC1NC(=O)CSc1nnnn1C (configuration not stated)
    -3 | 0.0 | -1 | -0.2 | 3 | -1 | 1 | nt
> Cc1ccc(NC(=S)NC(=O)/C=C/c2ccco2)c(O)c1
    -11 | 0.1 | 3 | nt | -2 | -41 | 1 | 9
> Cc1cccc(C)c1NC(=O)C1(C)CCC(=O)N1c1cc(C(C)(C)C)nn1C (configuration not stated)
    -10 | 0.1 | 5 | -0.2 | -27 | -7 | 0 | -5
> CC(C)S(=O)(=O)CC(=O)c1ccc(Cl)cc1
    -3 | 0.2 | 4 | nt | -1 | -6 | 0 | -1

Assay outcomes as filed in PubChem.
